# CCT chaperon mod = changes cytosolic chaperonin activity | purified chaperonin ATPase assay, HTRF ADP detection, 30 min | activity change, % (concentration not given with the values), hits read low | 360,000 compounds, 0.3% hits; in the data active = activity change below about -30%; note: % is set by controls: 0 for no effect and ±100 for the full control effect
#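 First, chaperonin was dispensed at 40 nM or 20 nM final depending on batch activity. Next, compounds were pinned at 76 uM and ATP added at 10 uM. After 30 min at 37 °C, ADP detection reagents ran 30 min at ambient temperature.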
# PTHR1 ag = agonists of human PTHR1 parathyroid hormone receptor | Q03431 | HEK293 GP2 PTHR1 cells, GloSensor cAMP luminescence, 1 h | Potency, µM (highest dose often 115 µM), without a hit: at the highest dose activation, most hits filed as activators | 410,000 compounds, 0.075% hits | AID 743266; note: potency is the fitted concentration of half-maximal effect; nearly all actives have a fitted effect of over 55% in size; some results filed as inactive show a strong effect at the top dose; inactives centre near -15; many of its hits are not listed in these tables
# Target sequence (Q03431 whole entry, looked up): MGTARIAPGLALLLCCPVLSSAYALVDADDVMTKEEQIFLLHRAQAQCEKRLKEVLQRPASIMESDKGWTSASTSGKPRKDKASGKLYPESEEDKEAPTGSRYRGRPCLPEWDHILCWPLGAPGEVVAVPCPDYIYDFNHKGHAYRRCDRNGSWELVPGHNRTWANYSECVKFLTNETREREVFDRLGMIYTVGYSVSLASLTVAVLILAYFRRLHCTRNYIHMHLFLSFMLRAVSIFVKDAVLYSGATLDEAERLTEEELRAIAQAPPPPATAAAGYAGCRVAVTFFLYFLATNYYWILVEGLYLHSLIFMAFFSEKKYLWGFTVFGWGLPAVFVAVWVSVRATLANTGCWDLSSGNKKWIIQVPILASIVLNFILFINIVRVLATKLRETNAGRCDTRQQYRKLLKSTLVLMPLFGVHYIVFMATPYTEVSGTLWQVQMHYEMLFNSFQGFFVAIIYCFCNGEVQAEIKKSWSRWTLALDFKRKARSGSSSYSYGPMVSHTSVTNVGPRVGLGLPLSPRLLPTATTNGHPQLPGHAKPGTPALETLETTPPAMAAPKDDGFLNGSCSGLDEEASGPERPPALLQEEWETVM
#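 HEK-293-derived GP2 cells expressing PTHR1 and a GloSensor cAMP reporter, 3,000/well, plated overnight, given luciferin plus IBMX (each 0.5 mM as added) for 1 h at 37 °C, then compound for 1 h at 37 °C. Luminescence was read after 15 min at room temperature.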
# pAkt inh = inhibitors of Akt phosphorylation; activity change, % for hits at 50 µM; Neuro2A IGF-stimulated pAkt S473 HTRF, 20 min; active compounds read low; AID 651550; 360,000 compounds, 0.32% hits; in the data active = activity change below about -80%; inconclusive = mostly about -51% to -80%; note: % is set by controls: 0 for no effect and ±100 for the full control effect
#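 Single-point screen (50 µM final compound) in Neuro2A cells stimulated 20 min with 6 nM IGF at 37 deg C. After lysis, Ser473-phosphorylated Akt read by HTRF (ex 330 nm, em 615/665 nm) as the 665/615 ratio.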
# EPAC2 antag = blocks human EPAC2 exchange factor; Q8WZA2; AID 720708; 360,000 compounds, 0.18% hits; Potency, µM (series often up to 114 µM), for inactives: at the top dose activity, negative = inhibition, usual class: inhibitors; EPAC2 GEF exchange of Rap1B-BODIPY-GDP, fluorescence; note: potency is the fitted concentration of half-maximal effect; % is set by controls: 0 for no effect and ±100 for the full control effect; nearly all actives have a fitted effect of over 45% in size; many of its hits are not listed in these tables
# D3 antag = antagonists of human D3 dopamine receptor; D3R cells, DiscoveRx beta-arrestin luminescence, antagonist mode; active compounds read low; max response, negative = inhibition, %; 360,000 compounds, 2.5% hits; AID 652054; in the data active = max response below about -50%; inconclusive = no clear call, values can overlap the other calls; note: % is set by controls: 0 for no effect and ±100 for the full control effect; mostly tested at two doses, the higher about 12 µM
# Target sequence (P35462 whole entry, looked up): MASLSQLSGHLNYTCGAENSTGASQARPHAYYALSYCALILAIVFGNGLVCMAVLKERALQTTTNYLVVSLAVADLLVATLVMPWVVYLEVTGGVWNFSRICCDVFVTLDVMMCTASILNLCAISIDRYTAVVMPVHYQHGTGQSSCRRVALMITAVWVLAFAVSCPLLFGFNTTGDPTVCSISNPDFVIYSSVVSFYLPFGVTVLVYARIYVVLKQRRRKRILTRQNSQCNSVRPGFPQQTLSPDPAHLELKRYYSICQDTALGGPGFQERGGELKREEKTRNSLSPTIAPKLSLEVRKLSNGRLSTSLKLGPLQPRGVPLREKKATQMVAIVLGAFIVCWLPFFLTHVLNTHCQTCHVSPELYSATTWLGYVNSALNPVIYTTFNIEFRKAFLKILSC
#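 Cells plated overnight at 1500 cells/well, then exposed to library compounds with dopamine controls for 90 minutes at 37 degrees C. DiscoveRx reagent added for 30–60 minutes at room temperature; luminescence read, quantitative HTS format.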
# EPAC2 ag = EPAC2 (human) agonism | 360,000 compounds, 0.079% hits | Potency, µM (highest dose often 154 µM), for inactives: at the top dose activation, most hits filed as activators | EPAC2 activation, biochemical qHTS; response scale: 100% = 6.5 mM cAMP response | AID 720711; note: potency is the fitted concentration of half-maximal effect; nearly all actives have a fitted effect of over 50% in size
#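 Exchange assay: 100 nM EPAC2 with 250 nM Rap1B-BODIPY-GDP and 50 uM GDP. Fluorescence (ex 480/em 540 nm) read every 5 min for 30 min at room temperature. Data normalized to 6.5 mM cAMP as agonist control.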
# DRD3 agonist = D3 dopamine receptor (human) agonism | P35462 | D3R DiscoveRx beta-arrestin cells, luminescence, 90 min | max activation, % | 410,000 compounds, 0.58% hits; in the data active = max activation above about 30%; note: 0% is about no effect; mostly tested at two doses, the higher about 12 µM
#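 Agonist mode: compounds and dopamine controls were applied to plated cells for 90 min at 37 degrees C after an overnight attachment at 1500 cells/well. Luminescent read-out followed 30 - 60 minutes at room temperature with DiscoveRx detection reagent.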
# MmCpn inh = blocks the Methanococcus maripaludis chaperonin Mm-Cpn; purified Mm-Cpn ATPase, ADP Transcreener TR-FRET; Potency, µM (doses to about 76.9 µM), for inactives: at the highest dose activity, negative = inhibition, hits mostly inhibitors; 330,000 compounds, 0.031% hits; note: potency is the fitted concentration of half-maximal effect; % is set by controls: 0 for no effect and ±100 for the full control effect; nearly all actives have a fitted effect of over 80% in size
#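 25 nM Mm-CPN + cpd, 10 min 37°C; + 10 uM ATP, 30 min 37°C; buffer 30 mM Tris pH 7.4, 100 mM KCl, 5 mM MgCl2, 1 mM DTT; Transcreener ADP HTRF detection 30 min RT.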
# Starred values were filed as active, the others as inactive; i = inactive; ? = inconclusive; / = not tested or not shown; & = joins results of further samples; [ ] = remark or other dose. Unless noted, calls come from the whole dose curve; as a rule, active = well fitted curve in the direction sought with a large enough effect; inconclusive = small, poorly fitted or top-dose-only effect, or another doubt; inactive = no such curve, though single readings can be large; an effect the other way counts as inactive or inconclusive. A portion of the library; rates above refer to the full screens.
SMILES,CCT chaperon mod,PTHR1 ag,pAkt inh,EPAC2 antag,D3 antag,EPAC2 ag,DRD3 agonist,MmCpn inh
COC(=O)C1C2c3ccccc3OC1(C)N=c1s/c(=C/c3cnn(C)c3C)c(=O)n12 (configuration not stated),0.3,i,i,-4%[57.1 µM],0,-12%,2,0%
C[C@]12CCC3C(CC[C@H]4C[C@H](OC(=O)c5cccnc5)CC[C@]34C)C1CCC2=O (some centres not stated),0.5,-29%,i,1%,22,7%,0,1%
CC1(O)CCC2C3CCC4=CC(=O)CCC4(C)C34OC4CC21C (configuration not stated),-0.9,-13%,i,3%,4,1%,7,/
O=C(CCN1CCOCC1)Nc1ccc(Br)cc1C(=O)c1ccccc1,-2.9,?,i,0%,0,8%,-5,-6%
CCCCCCCn1c(=O)c(C(=O)Nc2cnccn2)c(O)c2ccccc21,0.3,-41%,i,21%,23,-3%,5,0%
O=C(Cc1cc(=O)[nH]c(=O)[nH]1)N1CCN(CCO)CC1,-5.3,i,i,12%,-18,22%,3,1%
O=c1[nH]c(=O)n(Cc2ccco2)c(O)c1C=NC1CCN(Cc2ccccc2)CC1,2.1,i,i,6%,?,-1%,-19,?
CCCCn1c(O)c(C(C)=NCC2CCCO2)c(=O)[nH]c1=O (configuration not stated),-6.0,i,i,0%,2,-1%,-5,-1%
COc1ccc(OCC(=O)N2CCN(C(C)C)CC2)cc1,-0.2,-22%[57.5 µM],i,-16%,-18,6%,3,1%
CN1C(=O)C[N+]([O-])=C(c2ccccc2)c2cc(Cl)ccc21,-0.1,-12%,i,-7%,0,3%,-9,/
COC(=O)C1=C(c2ccc(-c3ccccc3)c(F)c2)C[C@@H]2CC[C@H]1N2C(=O)NCCO,0.7,-34%[inhibitor],i,-5%,21,3%,5,0%
c1csc(CN2CCNCC2)c1,-2.4,5%,i,-4%,-3,2%,-9,1%
COC(=O)C1=C(c2cccc(OCc3ccccc3)c2)C[C@@H]2CC[C@H]1N2C(=O)NCc1ccc(OC)cc1,-5.8,-1%,i,5%,-68*,21%,-19,2%
Cc1ccsc1C(=O)C1CCCN(Cc2ccccc2O)C1 (configuration not stated),-0.6,i,i,-11%,-53*,8%,-15,-1%
CCCCn1nnnc1C(CCSC)N1CCC(n2c(=O)[nH]c3ccccc32)CC1 (configuration not stated),0.3,-20%,i,-14%,95,6%,4,/
COc1cccc(CN2CCNCC2)c1,0.8,i,i,1%,?,-1%,-12,2%
CN(Cc1ccccc1)C(=C(Cl)Cl)/C(=C1/NCCN1Cc1ccc(Cl)nc1)[N+](=O)[O-],-2.4,i,i,-10%,-3,3%,-18,0%
COc1ccccc1N1CCN(Cc2ccc(Br)s2)CC1,-0.1,-30%[57.5 µM],i,-11%[57.1 µM],-69*,19%,-6,1%
O=[N+]([O-])/C=C1/NCCN1Cc1ccc(Cl)nc1,0.1,i,i,2%,-7,1%,-2,1%
COC(=O)C(O)(c1ccc(NC(=S)NC(=O)c2ccccc2)cc1)C(F)(F)F (configuration not stated),0.9,i,i,-13%,?,13%,-19,0%
CSCCC(c1nnnn1C(C)(C)C)N1CCC2(CC1)C(=O)NCN2c1ccccc1 (configuration not stated),0.6,-23%,i,-24%,26,2%,5,/
CC(C)OC12Oc3ccccc3C=C1N1CCC2CC1 (configuration not stated),1.4,-19%[57.5 µM],i,-11%[57.1 µM],36,4%,0,1%
O=C(O)[C@@H]1C[C@H]1[C@@H](NP(=O)(c1ccccc1)c1ccccc1)c1ccccc1,-0.3,25%,i,9%,-18,8%,3,-2%
Cc1ccccc1CN1CCNCC1,-5.9,i,i,5%,4,3%,1,1%
Clc1ccccc1CNCCc1c[nH]c2ccccc12,0.1,-8%,i,-9%,-2,4%,4,/
CN(C)c1ccc(C=C2C(=O)NC(=O)NC2=O)cc1,-2.5,-13%,i,8%,-3,10%,-2,/
COC(=O)[C@@H]1N=C(c2ccc(OC)cc2)O[C@]12C(=O)N(Cc1ccc(OC)cc1)c1ccccc12,-47*,-19%,i,8%,-9,14%,-8,/
C[C@@H]1CN([C@@H](C)CO)C(=O)CCCn2nncc2CO[C@H]1CN(C)C(=O)Oc1ccccc1,-0.2,-20%,i,7%,-26,13%,-7,/
Nc1c(C(=O)OCc2ccccc2)c2nc3ccccc3nc2n1Cc1cccs1,-2.3,2%[57.5 µM],i,-3%,-13,-4%,16,-13%
COc1ccc(-n2c(O)c(C=NCCN3CCN(C(C)=O)CC3)c(=O)[nH]c2=S)cc1,2.5,-20%,i,3%,9,8%,-4,0%
CCOc1cccc(CNCCc2c(C)[nH]c3ccc(OC(F)(F)F)cc23)c1O,-0.1,-41%[inhibitor],i,-11%,19,3%,5,3%
c1ccc(C2NCCc3[nH]cnc32)cc1 (configuration not stated),0.2,i,i,-6%,31,4%,0,-3%
N=C1c2ccccc2CN1NC(=O)c1ccc(Cl)cc1,0.4,-10%[57.5 µM],i,2%,?,12%,-29,2%
CC(C)(OOC1(c2ccccc2)NC(=O)c2ccccc21)c1ccccc1 (configuration not stated),-0.1,-22%,i,?,0,13%,-6,/
COc1cc2c(cc1OC)[C@H]1C(=O)c3ccc4c(c3O[C@H]1CO2)C[C@@H](C(C)(C)O)O4,2.3,-17%,i,3%,39,3%,3,2%
c1cncc(CNC2=NCCCCC2)c1,1.4,i,i,-2%,-11,7%,-3,-2%
Cc1cccc(NC(=O)N2CCCC2)c1,-1.8,i,i,17%[57.1 µM],-3,17%,-4,-1%
COC(=O)C1=C(c2cccc(OC)c2OC)C[C@@H]2CC[C@H]1N2C(=O)NCc1ccco1,0.1,-36%[inhibitor],i,-1%,6,4%,-1,/
CC(C)CN1CCN(Cc2ccccc2C(F)(F)F)CC1CCO (configuration not stated),2.5,i,i,-3%,5,-10%,-10,1%
Clc1ccc(CNC2CN3CCC2CC3)cc1 (configuration not stated),1.3,i,i,4%,3,8%,-2,0%
NS(=O)(=O)c1ccc(N=Cc2c(O)n(-c3ccccc3)c(=O)[nH]c2=O)cc1,0.9,13%,i,2%,4,-3%,5,-2%
COc1cccc(OC)c1CN1CCCC(C(=O)c2cccc(Cl)c2)C1 (configuration not stated),-1.7,-21%,i,8%,-78*,9%,-27,-1%
CN=C1CN(O)C(c2ccccc2)=c2cc(Cl)ccc2=N1,-0.1,-6%,i,9%,-1,-7%,-4&10&-12,/
Cn1c(O)c(C=NC2CCCCC2)c(=O)[nH]c1=S,-1.0,i,i,15%,-19,4%,-10,-9%
O=c1[nH]c(O)c(N=Nc2cc(C(F)(F)F)ccc2Cl)c(=O)[nH]1,1.8,i,i,5%,-8,-1%,-17,3%
CC(=O)N(C1=NCCCS1)c1ccc(F)cc1,0.4,i,i,17%,11,3%,-11,5%
Cc1c(N=Nc2c(O)[nH]c(=S)[nH]c2=O)c(=O)n(-c2ccccc2)n1C,0.2,i,i,-4%,-66*,-1%,-16,1%
CCOc1ccc(-c2cc(C)[n+](CCc3ccc(OC)c(OC)c3)c(-c3ccc(OCC)cc3)c2)cc1,-2.7,-53%[inhibitor],i,1%,-10,18%,-7,-1%
CCC(=NCc1cccnc1)c1c(O)n(C2CCCCC2)c(=O)[nH]c1=O,0.3,-25%[57.5 µM],i,1%,-2,3%,1,0%
CCOP(=O)(OCC)C1(C(=O)O)CCCC1,-0.8,-14%,i,17%,8,25%,5,0%
C[C@]12CC[C@@H](O)CC1=CCC1C2CC[C@@]2(C)C1C[C@@H](F)[C@@H]2O (some centres not stated),-1.6,i,i,-8%,6,6%,3,0%
CCCCOC(=O)c1ccc(NC(=O)c2c(O)[nH]c(=O)[nH]c2=O)cc1,-0.5,i,i,-5%,1,-9%,0,/
CC(=O)Nc1ccc(OC(=O)N(C)c2ccc(C)cc2)cc1,-1.9,i,i,2%,6,3%,-1,1%
O=[N+]([O-])c1ccc(Cl)cc1,-0.2,-24%,i,-19%,21,8%,-6,0%
Cc1cc(OC(C)C(=O)NCC(O)c2ccccc2)c2c3c(c(=O)oc2c1)CCC3 (configuration not stated),-1.2,i,i,-16%,3,2%,-1,-4%
CN1CCN(C(=O)COc2ccc3ccccc3c2Br)CC1,-1.4,i,i,-5%,-5,6%,-6,-6%
CN(C)CCCNCC(=O)Nc1ccc(Cl)cc1C(=O)c1ccccc1,-0.3,i,i,2%,0,3%,2,-3%
O=C1c2ccccc2C(=O)N1Cc1nc2ccccc2c(=O)n1-c1cccnc1,-1.0,i,i,13%,20,0%,5,0%
CCC(C)C1NC(=O)C(C(C)=O)=C1O (configuration not stated),-2.8,-14%,i,4%,5,-3%,7,-1%
CC(CC(C)(C)N1CC1)=NO,0.3,i,i,13%,25,6%,-10,/

# Record cards, as listed above. Order of screens: CCT chaperon mod	PTHR1 ag	pAkt inh	EPAC2 antag	D3 antag	EPAC2 ag	DRD3 agonist	MmCpn inh
# Cc1cc(OC(C)C(=O)NCC(O)c2ccccc2)c2c3c(c(=O)oc2c1)CCC3 (configuration not stated) is listed as -1.2	i	i	-16%	3	2%	-1	-4%
# CCOc1ccc(-c2cc(C)[n+](CCc3ccc(OC)c(OC)c3)c(-c3ccc(OCC)cc3)c2)cc1 is listed as -2.7	-53%[inhibitor]	i	1%	-10	18%	-7	-1%
# O=[N+]([O-])c1ccc(Cl)cc1 is listed as -0.2	-24%	i	-19%	21	8%	-6	0%
# CC(CC(C)(C)N1CC1)=NO is listed as 0.3	i	i	13%	25	6%	-10	/
# CN1CCN(C(=O)COc2ccc3ccccc3c2Br)CC1 is listed as -1.4	i	i	-5%	-5	6%	-6	-6%

# Next section
SMILES,CCT chaperon mod,PTHR1 ag,pAkt inh,EPAC2 antag,D3 antag,EPAC2 ag,DRD3 agonist,MmCpn inh
COc1cccc(-c2nc(CS(=O)CC(=O)N3CCC4(CC3)OCCO4)c(C)o2)c1 (configuration not stated),0.0,-16%,i,4%,32,5%,4,2%
Cc1c(C)c2ccc(OCC(=O)N3CCN(Cc4ccccc4)CC3)cc2oc1=O,1.5,-26%,i,9%,4,7%,5,2%
Cn1cc(C(=O)OCC(=O)N2CCCC2)c2ccccc21,-2.2,i,i,6%,0,3%,-8,-1%
O=c1c2ccccc2nc(/C=C/c2ccccc2F)n1-c1ccccc1O,-1.1,-25%,i,-13%,-25,30%,-19,-1%
C/C(=N\N1CCCCC1)c1c(O)[nH]c(=O)[nH]c1=O,-2.9,-11%,i,-1%,-7,6%,-4,0%
